# From PubChem BioAssay
# NPY Y2 blocker: NPY-Y2 receptor antagonists, primary screen, cell-based. AID 793, 2007. NPY-Y2 expressing cells, antagonist mode. inhibition, % at 2.7 µM. Neuropeptide Y receptor type 2 (Homo sapiens), P49146. 0.99% of 140,000 active; in the data active = inhibition above about 17%;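 note: 0% = vehicle with agonist challenge and 100% = reference antagonist with challenge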
# Target sequence (P49146 whole entry, looked up): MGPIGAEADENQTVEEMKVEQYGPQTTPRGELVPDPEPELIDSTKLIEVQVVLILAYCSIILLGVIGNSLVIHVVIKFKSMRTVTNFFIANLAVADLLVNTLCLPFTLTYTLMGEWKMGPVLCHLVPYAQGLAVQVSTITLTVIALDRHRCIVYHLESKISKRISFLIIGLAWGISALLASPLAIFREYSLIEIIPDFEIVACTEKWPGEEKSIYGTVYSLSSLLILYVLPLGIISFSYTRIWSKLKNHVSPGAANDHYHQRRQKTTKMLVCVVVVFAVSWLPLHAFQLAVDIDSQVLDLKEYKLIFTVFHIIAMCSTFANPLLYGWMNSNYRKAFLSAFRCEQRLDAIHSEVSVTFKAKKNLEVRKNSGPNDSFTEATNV
# HCT116 bCat-KO: primary screen for growth suppressors in beta-catenin knockout HCT116 cells (colon tumor, human); HCT116 beta-catenin knockout viability, CellTiter-Glo, 60 h; hits give low values; viability, % at 10 µM; 1.5% of 140,000 active;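 active = viability at or under a set limit, the compound median less 4 SD, cut at about 6% in these data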;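 note: 0% = Hyamine 1622 control at 20 µM and 100% = untreated cell control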
# Phagocyt inh: inhibitors of macrophage phagocytosis, primary screen, imaging, J774A.1 cells, IgG beads. 0.07% of 110,000 active. AID 1029, 2008. J774A.1 macrophage IgG-bead phagocytosis. inhibition, % at 5 µM;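 active = inhibition above the mean of the plate negative controls plus 5 SD, cut at about 13% in these data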;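 note: phagocytic index as fraction of beads internalized from green versus red external bead signal; plate controls were DMSO negative control for no effect and cytochalasin-D positive control for full effect; some results beyond the cut were filed as inactive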
# Measles CPE: compounds protecting cells from measles virus cytopathic effect, primary screen, measles RdRp inhibitor project, single point, MLSMR library, absorbance; AID 841, 2007; 1.5% of 140,000 active; protection (pct of control), % at 4 µM; Measles virus-infected cells, CPE protection; in the data active = protection mostly above about 24%, no sharp cut-off; inactive = mostly below about 26%; note: some compounds called inactive have numbers as strong as hits
# PTEN del growth: growth suppression of PTEN-null HCT116, primary screen, cell-based, CellTiter-Glo; HCT116 PTEN-null viability, 60 h; hits give low values; viability, % at 10 µM; 1.2% of 140,000 active;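 active = viability at or below a set limit, 4 SD under the median of all tested compounds, cut at about 3.7% in these data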;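 note: PTEN knockout HCT116 line with beta catenin targeted HCT116 as companion control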
# MRP-1 activ: H69AR viability gain despite doxorubicin, primary screen, MRP-1 activator project, H69AR cells, CellTiter-Glo | viability rescue | viability increase, % at 10 µM | 0.61% of 140,000 active | AID 799, 2007;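 active = viability gain under doxorubicin at or above a set limit, the compound median plus 3 SD, cut at about 4.7% in these data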;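 note: MRP-1 overexpressing cells given doxorubicin 25 µM after compound pretreatment; 18-22 h compound pretreatment then 72 h with doxorubicin before readout; 0% = doxorubicin-only wells and 100% = vehicle-treated cells without doxorubicin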
# Yeast lifespan up: compounds extending yeast replicative lifespan, primary screen, S. cerevisiae, OD615; S. cerevisiae growth with nicotinamide; deaD strain in restrictive glucose medium; inhibition of the nicotinamide effect, % at 10 µM; 0.68% of 130,000 active; AID 775, 2007;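 active = inhibition above a set limit, placed 3 SD over the median of all compounds, cut at about 26% in these data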;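 note: 0% = nicotinamide-treated wells and 100% = cells grown without nicotinamide; some compounds called inactive have numbers as strong as hits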
#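 Assay system: DeaD-strain S. cerevisiae. Medium: CSMM-D glucose medium, restrictive. Reagent: nicotinamide, 1.5 mM, co-present with compound. Compound: 10 µM single point, 0.25% DMSO. Schedule: culture preincubation 4 h, compound exposure 48 h, both 30 °C. Detection: absorbance at 615 nm.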
# Yeast growth inh: growth inhibitors of yeast BB579 in restrictive medium, primary screen, yeast lifespan-shortening project, S. cerevisiae; inhibition, % at 10 µM; 0.51% of 140,000 active; OD615, 48 h;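 active = inhibition above a set limit, 3 SD over the mean compound inhibition, cut at about 44% in these data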; note: inactives centre near -24
#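 Test system: DeaD yeast strain BB579 / Buffer or medium: restrictive glucose-based CSMM-D medium / Doses: single 10 µM dose / Schedule: 4 h cell preincubation, 48 h compound exposure, 30 °C humidified / Technique: culture absorbance at 615 nm / Controls: amphotericin B positive control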
# GALR2 antag: GALR2 antagonists in receptor-expressing cells, primary screen; antagonist mode; inhibition, % at 4 µM; 0.39% of 140,000 active; in the data active = inhibition above about 27%;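 note: cells stimulated with galanin 1-16 at roughly its EC80; 0% = agonist challenge control and 100% = basal control without agonist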
# Target sequence (O43603 whole entry, looked up): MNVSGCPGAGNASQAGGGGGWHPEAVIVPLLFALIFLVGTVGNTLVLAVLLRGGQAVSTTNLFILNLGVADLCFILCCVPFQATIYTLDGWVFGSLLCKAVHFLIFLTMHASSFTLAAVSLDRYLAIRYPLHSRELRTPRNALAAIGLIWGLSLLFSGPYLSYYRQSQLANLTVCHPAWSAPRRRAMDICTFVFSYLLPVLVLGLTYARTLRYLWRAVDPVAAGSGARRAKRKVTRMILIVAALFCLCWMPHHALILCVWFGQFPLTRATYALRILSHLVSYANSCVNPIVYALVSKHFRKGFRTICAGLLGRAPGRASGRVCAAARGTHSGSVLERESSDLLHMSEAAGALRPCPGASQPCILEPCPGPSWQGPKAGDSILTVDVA
# E-sel TNF inh: E-selectin induction blockers in HUVEC – imaging, immunofluorescence, high content, primary screen; HUVEC TNFa-induced E-selectin immunofluorescence; inhibition, % at 2 µM; 0.71% of 120,000 active; AID 1246, 2008;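 active = inhibition above the batch mean plus 3 SD, and confirmed as a hit on visual image review, cut at about 43% in these data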;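 note: 0% = TNF-stimulated DMSO wells and 100% = unstimulated control wells; not every result past the cut was called active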
# * marks the source's active call; other numbers are inactive results; nt = not tested or not shown.
# Each structure is followed by: NPY Y2 blocker	HCT116 bCat-KO	Phagocyt inh	Measles CPE	PTEN del growth	MRP-1 activ	Yeast lifespan up	Yeast growth inh	GALR2 antag	E-sel TNF inh
> O=c1oc2cc(OCc3ccc([N+](=O)[O-])cc3)ccc2c2c1CCCC2
    0	96	-1	6	92	1.4	-4	-54	3	-43
> O=C(/C=C/c1ccccc1)NNC(=O)C1CC1
    0	101	0	46	114	-1.0	7	-30	-4	1
> COCCCn1c(SCC(=O)NC(C)(C)C)nnc1-c1ccccc1
    2	91	1	32	90	0.1	-8	-39	2	25
> CC(C)CC(=O)OCc1cn(-c2ccccc2)nn1
    -1	89	5	8	98	-2.4	-25	-10	-15	6
> CCCCN(CCCC)c1nc2ccccc2nc1C(C#N)C(=O)NCCCOC (stereo not given)
    -2	85	-1	4	103	-0.8	1	-38	4	nt
> COc1cnc(SCc2ccc(Cl)c(Cl)c2)nc1Cl
    5	69	nt	4	73	-1.5	-18	-15	12	-21
> CCCCCOC(=O)c1cc(=O)[nH]c2ccccc12
    3	69	-1	2	64	-2.3	-1	-17	-6	nt
> COc1cccc(-c2nc(-c3ccc4c(c3)-c3ccccc3S4(=O)=O)c(-c3ccccc3)[nH]2)c1OC
    2	91	nt	30	94	2.5	nt	-9	5	9
> CNc1nc(-c2ccccc2)cc(C(F)(F)F)c1C#N
    6	87	nt	11	85	-3.4	-6	-42	-9	10
> Cc1ccc2c(c1)[nH]c1c(=O)n(CCN3CCCCC3)cnc12
    6	93	-1	7	98	-3.4	-15	-10	1	-9

# Rewritten as labelled records: part of the list above.
CC(C)CC(=O)OCc1cn(-c2ccccc2)nn1
  NPY Y2 blocker: -1
  HCT116 bCat-KO: 89
  Phagocyt inh: 5
  Measles CPE: 8
  PTEN del growth: 98
  MRP-1 activ: -2.4
  Yeast lifespan up: -25
  Yeast growth inh: -10
  GALR2 antag: -15
  E-sel TNF inh: 6
CNc1nc(-c2ccccc2)cc(C(F)(F)F)c1C#N
  NPY Y2 blocker: 6
  HCT116 bCat-KO: 87
  Phagocyt inh: nt
  Measles CPE: 11
  PTEN del growth: 85
  MRP-1 activ: -3.4
  Yeast lifespan up: -6
  Yeast growth inh: -42
  GALR2 antag: -9
  E-sel TNF inh: 10
COc1cccc(-c2nc(-c3ccc4c(c3)-c3ccccc3S4(=O)=O)c(-c3ccccc3)[nH]2)c1OC
  NPY Y2 blocker: 2
  HCT116 bCat-KO: 91
  Phagocyt inh: nt
  Measles CPE: 30
  PTEN del growth: 94
  MRP-1 activ: 2.5
  Yeast lifespan up: nt
  Yeast growth inh: -9
  GALR2 antag: 5
  E-sel TNF inh: 9

# (cont.)
# Each structure is followed by: NPY Y2 blocker	HCT116 bCat-KO	Phagocyt inh	Measles CPE	PTEN del growth	MRP-1 activ	Yeast lifespan up	Yeast growth inh	GALR2 antag	E-sel TNF inh
> OC(c1ccc(Cl)cc1)C(O)c1nc2ccccc2[nH]1 (stereo not given)
    0	106	-1	12	85	-0.8	50	-4	-9	-20
> Cn1c(=O)c2c(ncn2CC(=O)N2CCOCC2)n(C)c1=O
    -1	92	0	32	93	-0.2	-6	-18	3	nt
> O=C1C2C3CCC(C3NCc3ccccc3)C2C(=O)N1Cc1ccccc1 (stereo not given)
    9	78	nt	43	71	-3.7	-4	-23	6	-18
> COc1ccc(C(=O)NCCn2cc(SCC(=O)Nc3nnc(C)s3)c3ccccc32)cc1
    1	94	nt	10	81	7.9*	nt	-31	16	16
> CCCCN1CC2([N+](=O)[O-])C=CC(=O)C([N+](=O)[O-])(C1)C2CC(=O)c1ccccc1 (stereo not given)
    3	80	-7	6	84	-1.0	-2	6	6	nt
> CCOc1ccc(C(=O)N/N=C/c2ccccc2[N+](=O)[O-])cc1
    2	95	0	12	93	1.8	0	-29	7	9
> O=S(=O)(NCc1ccncc1)c1ccccc1
    0	75	nt	7	84	1.0	-2	-38	8	-26
> CCOC(=O)c1c(N)n(-c2ccc(N)cc2)c2nc3ccccc3nc12
    -1	94	0	10	98	-2.4	-2	-28	-8	-21
> CCOC(=O)C1=C(C)N(c2ccc(OC)cc2)C(=O)/C1=C\c1cccs1
    5	86	0	6	85	-2.0	1	-5	7	nt
> COc1ccc(C(=O)NC(Cc2ccccc2)c2ccc3c(c2)OCCCO3)cc1 (stereo not given)
    0	95	-1	3	90	0.6	-3	-39	-12	-14
> Cc1ccc(CNC(=S)Nc2ccc(OC(F)F)cc2C)cc1
    3	80	-8	27	85	-3.7	-4	-19	-23	nt
> O=C(NC1CCCCCCC1)C1CCC(CNc2c(N3CCCC3)c(=O)c2=O)CC1 (stereo not given)
    1	88	0	4	79	-1.7	-7	-11	5	-23
> COc1ccc(-c2cnc3c(c2)CCC3(C#N)C#N)cc1
    4	17	nt	23	15	1.2	0	-17	31*	nt
> O=c1c2cn[nH]c2[nH]c(=S)n1-c1cccc(Cl)c1
    7	92	4	4	87	-1.9	4	-10	-1	-34
> Cc1nnc(NC(=O)CCSc2ccccc2)s1
    2	102	nt	16	105	-0.6	-9	-47	-1	15
> Cc1ccc(S(=O)(=O)NCC(c2cccnc2)N(C)C)cc1 (stereo not given)
    0	88	-1	21	96	0.3	-4	-15	0	-8
> O=C(C1CCN(S(=O)(=O)N2CCOCC2)CC1)N1CCN(Cc2ccc3c(c2)OCO3)CC1
    5	73	0	12	71	-0.5	-13	-3	-2	15
> Cc1ccc(S(=O)(=O)NCC2CCC(C(=O)NCCCN3CCOCC3)CC2)cc1 (stereo not given)
    -4	86	-2	26	92	-1.6	1	-17	1	-20
> COc1ccc2c(Cl)c(C(=O)NCc3ccco3)sc2c1
    4	99	0	6	91	-1.6	-10	-19	7	6
> N#C/C(=C/c1cn(-c2ccccc2)nc1-c1cccc(OCc2ccc(F)cc2)c1)C(=O)NCCCn1ccnc1
    -1	23	-3	12	7	-5.5	-6	63*	8	nt
> Cc1cc(C)cc(OCC(=O)OCC(=O)c2ccc3c(c2)NC(=O)CO3)c1
    0	78	0	28	89	-0.9	-10	-35	5	nt
> Cc1nc2ccccn2c1P(=Nc1ccccc1)(N(C)C)N(C)C
    -1	93	-1	16	91	-3.3	-14	-21	6	53
> CCN(CC)C(=O)COc1ccc(Br)cc1Cl
    0	97	-2	6	97	0.7	-16	-11	5	-40
> COc1ccc(-c2cc(C(F)(F)F)n3nc(C(=O)Nc4cc(C)on4)cc3n2)cc1OC
    2	91	-4	6	93	-2.4	-4	-26	-3	8
> CN(C(=O)c1ccncc1)c1nnc(-c2cccnc2)s1
    0	98	-2	8	103	-1.4	-5	-10	9	-48
> Nc1nonc1-n1nnc(C(=O)O)c1-c1cccs1
    2	101	0	16	103	-0.2	-5	-74	1	14
> CC(C)CCN(CCC(C)C)C/C(O)=C(\C#N)c1nc(-c2ccccc2)cs1
    2	87	nt	13	84	-1.1	-8	-38	-7	5
> O=C(COC(=O)/C=C/c1cccc(C(F)(F)F)c1)NCc1ccc(F)cc1
    3	91	-1	11	107	-1.1	-5	-18	12	nt
> CCOc1ccc(C(=O)Nc2cc(-c3nc4ccccc4[nH]3)ccc2C)cc1[N+](=O)[O-]
    1	63	nt	7	61	-4.0	-19	-27	-3	-4
> COc1ccc(C(=O)C[N+]2(C)CCOCC2)cc1
    1	94	1	21	107	-3.2	-4	-33	2	13

# (further entries)
SMILES | NPY Y2 blocker | HCT116 bCat-KO | Phagocyt inh | Measles CPE | PTEN del growth | MRP-1 activ | Yeast lifespan up | Yeast growth inh | GALR2 antag | E-sel TNF inh
CC(C)C(=O)NC(=S)NCC(=O)c1ccccc1 | 1 | 97 | nt | 13 | 96 | -1.2 | -4 | -21 | -7 | -5
Cc1ccc(N2C(N)=C(C#N)C(c3cccnc3)C3=C2CCCC3=O)cc1 (stereo not given) | 0 | 86 | -4 | 16 | 92 | -3.9 | -4 | 6 | 14 | -8
Cc1cc(C)nc(NCC(O)CNc2ccccc2Cl)n1 (stereo not given) | 12 | 83 | nt | 23 | 84 | -1.2 | -8 | -25 | 11 | nt
Cc1cc(NC(=O)c2cc(C)on2)no1 | 3 | 104 | 1 | 2 | 105 | 0.4 | -21 | -19 | 0 | -6
O=C1Nc2ccc(F)cc2C12Nc1ccccc1-c1nnc(SCc3ccccc3F)nc1O2 (stereo not given) | 3 | 101 | nt | 12 | 89 | -2.9 | -5 | -28 | 8 | 18
O=C(O)c1ccc(CN(c2ccccn2)S(=O)(=O)c2ccccc2)cc1 | 8 | 92 | 0 | 14 | 97 | -1.7 | -17 | -14 | 2 | nt
Cc1ccc(OCC(=O)NC(=S)Nc2cccc(C)n2)cc1 | 10 | 96 | -8 | 11 | 102 | -2.8 | -3 | 2 | -1 | nt
COC(=O)C1C(=O)CC(C)(O)C(C(=O)OC)C1c1ccc2c(c1)OCO2 (stereo not given) | 1 | 96 | 0 | 5 | 109 | -2.3 | -16 | -30 | 1 | nt
C=CCn1c(COc2cccc(C)c2)nnc1SCC(=O)c1c[nH]c2c(CC)cccc12 | 1 | 93 | -5 | nt | 95 | 1.0 | 1 | -36 | 6 | nt
CCCOc1ccc(C2c3c(oc4cc(C)c(C)cc4c3=O)C(=O)N2CCCN2CCOCC2)cc1 (stereo not given) | 2 | 80 | 0 | 6 | 90 | -4.4 | 1 | -28 | -9 | nt
Cc1cc(C(F)(F)F)nc(SCC(=O)Nc2ccccc2)n1 | 5 | 93 | 3 | 1 | 106 | 2.0 | -12 | -8 | 14 | 6
Cc1cccc(/C(N)=N/OC(=O)c2ccc(F)cc2)c1 | 1 | 92 | -1 | 8 | 103 | -0.4 | -10 | 95* | 5 | -18
O=C(CN1CCN(S(=O)(=O)c2cc(Cl)ccc2Cl)CC1)Nc1ccc2c(c1)OCCO2 | 3 | 70 | -1 | 42* | 76 | -5.1 | -12 | -42 | 14 | -65
CCOC(=O)c1nn(-c2ccccc2)c2nc(-c3ccc(OC)cc3)c(C#N)c(=O)n12 | 6 | 82 | 1 | 17 | 69 | 0.5 | 4 | -19 | -9 | nt
CCCc1cc(=O)[nH]c(SCC(=O)c2ccc3c(c2)OCCO3)n1 | 6 | 96 | -9 | 23 | 100 | -1.9 | 9 | -32 | -7 | 18
Cc1ccc(C(=O)c2cn(-c3ccc(F)c(Cl)c3)nn2)cc1 | -1 | 61 | nt | 48 | 59 | -3.7 | 6 | -65 | -4 | 24
CCCCc1c(O)n2c(nc3ccccc32)[nH]c1=O | -1 | 100 | 0 | 30 | 103 | 0.3 | -3 | -10 | 10 | 2
Cc1ccc(C(=O)Nc2nc(-c3cccnc3)cs2)o1 | 1 | 85 | 2 | 11 | 79 | -4.1 | -11 | 1 | 7 | -2
